Hsp70 inhibitors = small molecules displacing fluorescent ligand from Hsp70 – biochemical, fluorescence polarization, primary screen (AID 583) | actives 0.06% (n = 140,000) | one-dose displacement, % at 20 µM; IC50 in µM for titrated hits | Hsp70 fluorescence polarization probe displacement, mP; higher % means a stronger effect; in the data active = displacement above about 50%;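 note: plate controls were vehicle for no effect and reference ligand for full effect; a part of the inactive calls stands beside numbers as strong as those of hits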
Rat MKP-3 inhibitors = MKP-3 phosphatase inhibitors, primary screen, biochemical, rat enzyme, in vitro (AID 425). recombinant MKP-3 phosphatase activity, fluorescence; higher % means a stronger effect. inhibition, % at 20 µM, or IC50 in µM where a hit was titrated. actives 0.17% (n = 110,000); in the data active = inhibition above about 50%;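 note: plate controls were vehicle for no effect and reference inhibitor for full effect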
* hit, by the source's call; · = no result given; & = joins results of further samples. A portion of the library; rates above refer to the full screens.

SMILES | Hsp70 inhibitors | Rat MKP-3 inhibitors
COc1ccc(CCNC(=O)CSc2nc(O)c(CCC(C)C)c(=O)[nH]2)cc1OC | 0.4% | ·
CCOC(=O)Cc1csc(/C(=N/O)C(N)=O)n1 | 3.0% | -5%
CCOc1ccc(OCC)c(NC(=O)C2CCN(c3nn4c(=O)cc(C)nc4s3)CC2)c1 | 12% | -3%
O=C(NCc1ccco1)c1ccc(NC(=O)C2COc3ccccc3O2)cc1 (configuration not stated) | 2.4% | -13%
O=[N+]([O-])c1ccc2nc3c4ccccc4n(CCCN4CCOCC4)c3cc2c1 | -13% | 6%
COc1ccc(C2NC(=O)NC(C)=C2C(=O)Nc2ccc(Cl)cc2)c(OC)c1 (configuration not stated) | 5.9% | 3%
COc1cc(CC(=O)OCC(=O)Nc2ncc(Cl)cc2Cl)cc(OC)c1OC | 5.7% | 2%
CCc1nc(C)ccc1OCC(=O)N(CC)CC | -1.8% | ·
CC1=NN(c2cccc(C(=O)O)c2)C(=O)/C1=C\c1ccc(-c2cc([N+](=O)[O-])ccc2C)o1 | 4.3% | 31%
Cc1oc(C(=O)O)cc1CSCc1oc(-c2ccccc2)cc1C(=O)O | 10% | 0%
COCCCn1[nH]c2c3c(ccc2c1=O)C(=O)c1ccccc1C3=O | 16% | ·
CCc1ccccc1NC(=O)N1C2CCCC1CC(NC(=O)C(C)(C)C)C2 (configuration not stated) | 0.1% | -2%
N#Cc1cc2ccccc2nc1SCc1ccccn1 | -1.5% | -3%
Oc1cnc2ccccc2c1CN1CCOCC1 | 0.8%&5.8% | 0%&-1%
O=C(CSc1nnc(NC(=O)c2ccco2)s1)NC1CCCC1 | -5.7% | -8%
O=C1/C(=C\c2ccc(-c3cccc(Cl)c3)o2)SC(=S)N1CCS(=O)(=O)O | -93% | 8%
CC(C)c1nc(-c2ccccn2)no1 | -2.9% | 1%
CC(C)Cn1c(SC(C)C(=O)Nc2ccc3c(c2)OCCO3)nc2ccccc2c1=O (configuration not stated) | 4.4% | -11%
O=C(NC1CCCC1)c1ccc(CS(=O)(=O)c2ccc(Br)cc2)o1 | -2.5% | 2%
c1ccc2c(c1)CCN(c1ncnc3c1[nH]c1ccccc13)C2 | -2.9% | 4%
CC(=O)Nn1c(O)c(C2=c3cc(C)ccc3=NC2=O)sc1=S | 2.7% | 0%
N#C/C(=C\c1ccccc1Cl)c1nc(-c2ccc(Cl)c(Cl)c2)cs1 | 6.5% | 1%
O=S(=O)(/N=C(\Sc1ccccc1)c1ccccc1)c1ccc(Cl)cc1 | 1.3% | ·
Cn1c(SCc2ccon2)nc2ccccc2c1=O | -0.4% | ·
CCOC(=O)c1cccc(NC(=O)C(C)N2C(=O)c3ccccc3C2=O)c1 (configuration not stated) | -4.6% | 0%
O=C(CCc1nc(-c2ccccc2)no1)NCCc1ccccc1 | 4.8% | ·
CC(C)C(NS(=O)(=O)c1ccc(Cl)cc1)C(=O)NN (configuration not stated) | 0.2% | -3%
O=C(CN(Cc1ccccc1)C(=O)c1cc2c(s1)CCC2)NCc1cccs1 | 4.6% | ·
O=C(CCS(=O)(=O)c1cccc2nonc12)N1CCN(c2ccc(F)cc2)CC1 | -2.8% | 6%
C(=N\N1CCN(c2ccccn2)CC1)/c1ccco1 | -4.3% | 1%
O=C(CCCOc1ccccc1)Nc1ccncc1 | -2.8% | -5%
CCOC(=O)N1CCC(NC(=O)Cn2cccc2C(=O)c2ccccc2C)CC1 | -4.6% | -9%
CCCc1nn(-c2ccccc2)c2c1C(c1cccs1)C(C#N)=C(N)O2 (configuration not stated) | 11% | ·
NS(=O)(=O)c1cccc(NC(=O)c2ccc(OCc3ccccc3)cc2)c1 | -3.7% | 5%
Cc1ccc(NC(=O)C2CC(=O)N(c3ccc(C)cc3)C2)cc1 (configuration not stated) | · | 5%
CN(C)c1ccc(NC2=NC3(CCCC3)N=C(N)N2)cc1 | 0.2% | 4%
COc1cccc(N(CC(=O)Nc2ccc(Br)cc2)S(=O)(=O)c2ccccc2)c1 | -1.3% | 4%
O=C(O)CCCCCN1C(=O)C(=O)/C(=C(/O)c2ccc(F)cc2)C1c1ccccc1F (configuration not stated) | 1.6% | -1%
O=c1c2c(nc3cc(-c4ccco4)[nH]n13)CCS2 | 17% | 7%
O=C(Cn1nnc(-c2ccccc2)n1)OC1CCOC1=O (configuration not stated) | -2.5% | -3%

Complete entries from above:
`O=C1/C(=C\c2ccc(-c3cccc(Cl)c3)o2)SC(=S)N1CCS(=O)(=O)O` is listed as Hsp70 inhibitors = -93%; Rat MKP-3 inhibitors = 8%
`O=C(Cn1nnc(-c2ccccc2)n1)OC1CCOC1=O` (configuration not stated) is listed as Hsp70 inhibitors = -2.5%; Rat MKP-3 inhibitors = -3%

(more compounds)
SMILES | Hsp70 inhibitors | Rat MKP-3 inhibitors
O=C(NC(=S)Nc1ccc(NC(=O)c2ccco2)cc1)c1ccco1 | -0.6% | 2%
CCCC1(C(=O)OC)NC(c2ccc(OC)c(OC)c2)C2C(=O)N(c3ccc4c(c3)OCO4)C(=O)C21 (configuration not stated) | 3.8% | 6%
Cc1cccc2nc(CSc3nnc4ccccn34)cn12 | -6.4% | ·
CC(NC(=O)C1CCC(=O)N1Cc1ccc(F)cc1)c1ccc2c(c1)OCCO2 (configuration not stated) | 2.7% | -3%
Cc1c(NS(=O)(=O)c2ccccc2)cccc1[N+](=O)[O-] | 1.7% | -2%
O=C(NCc1ccccn1)Nc1cccc(NC(=O)NCc2ccccn2)c1 | 5.1% | 5%
O=C(O)CCc1nc(-c2ccccc2Cl)no1 | -1.4% | -4%
Cc1cc(NC(=O)CCC(=O)N(c2ccccc2)C(C(=O)NC2CCCC2)c2ccccc2)no1 (configuration not stated) | 1.7% | ·
COc1cccc(NC(=O)CCCn2c(=S)[nH]c3ccccc3c2=O)c1 | 4.8% | ·
O=S(=O)(c1ccc(Cl)cc1)N1CCN(CCCc2ccccc2)CC1 | 3.0% | 4%
c1ccc2c(c1)CCCN2c1nc2ccccc2n2cnnc12 | -5.8% | 2%
O=C(O)CCCN1C(=O)C(=O)/C(=C(/O)c2ccccc2)C1c1ccc([N+](=O)[O-])cc1 (configuration not stated) | 3.2% | 2%
Cn1c(=O)c(C(=O)Nc2cccnc2)c(O)c2ccccc21 | -167% | -10%
C=CCN1C(=O)/C(=C\c2cc(Cl)c(O)c(OCC)c2)C(=O)NC1=S | 5.7% | 2%
CC(C)c1ccc(/C=C(\NC(=O)c2ccccc2)C(=O)NCCCN(C)C)cc1 | -1.6% | 3%
CNC(=O)N1CCN(C(=O)NC)CC1 | 3.2% | ·
CCn1cc(C(=O)NCc2ccc3c(c2)OCO3)c(=O)c2ccc(C)nc21 | 4.8% | -14%
CCCN1CCC(=NNC(=O)c2ccc(OC)c(OC)c2)CC1 | -0.6% | 0%
Cc1cc(C)c2cccc(NC(=S)NC(=O)c3cccc([N+](=O)[O-])c3)c2n1 | 1.5% | 2%
Cc1[nH]c2c(C)cccc2c(=O)c1Br | -4.2% | 1%
Cc1ccc(Cn2c(CN3CCN(C(=O)c4ccco4)CC3)nc3c2c(=O)n(C)c(=O)n3C)cc1 | -1.7% | 9%
O=C(NC[n+]1ccccc1)c1ccc(Cl)cc1 | 1.7% | -5%
CNc1nc(Nc2nc(C)cc(C)n2)nc(OCC(F)(F)F)n1 | 0.3% | 4%
C=CCN1C(=O)/C(=C\c2ccc(SC)cc2)C(=O)NC1=S | -2.5% | 2%
CCN(CC)CCCCCCOc1ccccc1Br | 2.4% | -3%
O=C(Cn1nc(Cc2cccnc2)c2ccccc2c1=O)N1CCN(c2ccccn2)CC1 | 3.5% | -5%
COc1ccc(CNC(=O)C2CCCN2S(=O)(=O)c2ccc(Cl)cc2)cc1 (configuration not stated) | -1.6% | ·
CC1CCCN(c2c([N+](=O)[O-])c(=O)oc3ccccc23)C1 (configuration not stated) | 3.8% | 3%
COc1cccc(/C=C2\SC(=S)N(c3cccc(F)c3)C2=O)c1O | 2.9% | 0%
COc1ccc(CCNC(=O)CCn2c(SCC#N)nc3ccccc3c2=O)cc1OC | -5.0% | -6%
CCSCCOC(=O)C1=C(C)NC2=C(C(=O)CCC2)C1c1ccccc1OC(C)C (configuration not stated) | -0.1% | 6%
COc1ccc(CNC(=O)C2CC(c3ccc(OC)cc3)=NO2)cc1 (configuration not stated) | 9.6% | -4%
Cn1c(CNc2ccccc2)nc2ccccc21 | 1.2%&-1.4% | -6%&2%
Cc1noc(C(=O)Nc2c(C)nn(Cc3ccccc3)c2C)c1Cl | 5.6% | -16%
Cc1ccc(C(=O)CSc2nnc(-c3cccnc3)n2N)cc1 | 2.8% | -10%
COc1ccccc1N1CCN(CCCC(=O)c2ccc(F)cc2)CC1 | -4.6% | -2%
CC1(C)CC(=O)C=C(NNC(=O)CCc2ccccc2)C1 | -4.3% | 2%
Cc1[nH]c2ccccc2c1CC(=O)O | 5.6% | -4%
C=CCNC(=O)c1ccccc1NS(=O)(=O)c1ccc(SC)cc1 | -1.4% | -16%
Nc1ccc(-n2nnnc2-c2ccco2)cc1 | 5.0% | 8%
O=C1CSC(=S)N1Cc1ccc(Cl)c(Cl)c1 | 2.3% | -2%
CCC(NC(=O)Nc1cc(OC)c(OC)c(OC)c1)(C(F)(F)F)C(F)(F)F | 2.0% | 11%
CCN(CC)S(=O)(=O)c1cccc(C(=O)NCCCN2CCOCC2)c1 | -2.8% | -11%
CC(=O)NC1CC2CCCC(C1)N2CC(=O)N1CCCc2ccccc21 (configuration not stated) | 7.4% | -2%
O=C1c2[nH]nc(-c3ccccc3)c2C(c2cccc(F)c2)N1c1ccccc1 (configuration not stated) | -1.2% | 0%
NC(=O)c1ccsc1NC(=O)c1ccco1 | · | -19%
COCCCNC(=O)c1ccc(CS(=O)(=O)Cc2cccc(C)c2)o1 | -2.1% | 0%
Cc1ccc(/C=C2\SC(=S)N(CCC(=O)NNC(=O)c3ccccc3O)C2=O)cc1 | -4.6% | 0%
Brc1cccc(-c2nnc(-c3ccccc3)o2)c1 | 5.7%&-1.0% | -2%&0%
CSc1ccccc1N1C(=O)C=CC1=O | -4.4% | -1%

Going on with the list.
SMILES | Hsp70 inhibitors | Rat MKP-3 inhibitors
CCOc1ccc(NCC(=O)Nc2ccc(Cl)cc2C)cc1 | 0.9% | ·
O=C(CCSCc1ccccc1F)N1CCN(c2ccccn2)CC1 | -5.1% | 4%
CCC(C)NC(=O)C1CCN(C(=O)c2ccccc2)CC1 (configuration not stated) | -0.7% | -7%
Cc1ccc(S(=O)(=O)N2CCC(C(=O)NCc3cccnc3)CC2)cc1 | -3.8% | ·
COC(=O)c1ccccc1N/C=C/C(=O)c1ccc(Br)cc1 | 0.5% | 4%
O=C(NCc1ccc2c(c1)OCO2)c1ccc(NS(=O)(=O)c2ccc3c(c2)OCCO3)cc1 | -0.8% | 2%
CCOC(=O)c1c(-c2ccc(C3CCCCC3)cc2)csc1N | 0.2% | 5%
N=c1sc(Cc2cccc(Cl)c2)cn1CC(=O)c1ccc(F)cc1 | -5.3% | 5%

Entries above that have a Cl atom (15):
SMILES | Hsp70 inhibitors | Rat MKP-3 inhibitors
COc1ccc(C2NC(=O)NC(C)=C2C(=O)Nc2ccc(Cl)cc2)c(OC)c1 (configuration not stated) | 5.9% | 3%
COc1cc(CC(=O)OCC(=O)Nc2ncc(Cl)cc2Cl)cc(OC)c1OC | 5.7% | 2%
O=C1/C(=C\c2ccc(-c3cccc(Cl)c3)o2)SC(=S)N1CCS(=O)(=O)O | -93% | 8%
N#C/C(=C\c1ccccc1Cl)c1nc(-c2ccc(Cl)c(Cl)c2)cs1 | 6.5% | 1%
O=S(=O)(/N=C(\Sc1ccccc1)c1ccccc1)c1ccc(Cl)cc1 | 1.3% | ·
CC(C)C(NS(=O)(=O)c1ccc(Cl)cc1)C(=O)NN (configuration not stated) | 0.2% | -3%
O=C(O)CCc1nc(-c2ccccc2Cl)no1 | -1.4% | -4%
O=S(=O)(c1ccc(Cl)cc1)N1CCN(CCCc2ccccc2)CC1 | 3.0% | 4%
C=CCN1C(=O)/C(=C\c2cc(Cl)c(O)c(OCC)c2)C(=O)NC1=S | 5.7% | 2%
O=C(NC[n+]1ccccc1)c1ccc(Cl)cc1 | 1.7% | -5%
COc1ccc(CNC(=O)C2CCCN2S(=O)(=O)c2ccc(Cl)cc2)cc1 (configuration not stated) | -1.6% | ·
Cc1noc(C(=O)Nc2c(C)nn(Cc3ccccc3)c2C)c1Cl | 5.6% | -16%
O=C1CSC(=S)N1Cc1ccc(Cl)c(Cl)c1 | 2.3% | -2%
CCOc1ccc(NCC(=O)Nc2ccc(Cl)cc2C)cc1 | 0.9% | ·
N=c1sc(Cc2cccc(Cl)c2)cn1CC(=O)c1ccc(F)cc1 | -5.3% | 5%
